STEP block = STEP phosphatase inhibitors, primary screen, biochemical, fluorescence intensity, uHTS; recombinant STEP, OMFP fluorogenic substrate; Tyrosine-protein phosphatase non-receptor type 5 (Homo sapiens), P54829; actives 0.25% (n = 360,000); inhibition, % at 20 µM;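 active means inhibition at 20 µM, scaled per plate between control wells, above about 37%, limit read from the data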;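 further: 0% = DMSO with enzyme and substrate and 100% = substrate only without enzyme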
Target sequence (P54829 whole entry, looked up): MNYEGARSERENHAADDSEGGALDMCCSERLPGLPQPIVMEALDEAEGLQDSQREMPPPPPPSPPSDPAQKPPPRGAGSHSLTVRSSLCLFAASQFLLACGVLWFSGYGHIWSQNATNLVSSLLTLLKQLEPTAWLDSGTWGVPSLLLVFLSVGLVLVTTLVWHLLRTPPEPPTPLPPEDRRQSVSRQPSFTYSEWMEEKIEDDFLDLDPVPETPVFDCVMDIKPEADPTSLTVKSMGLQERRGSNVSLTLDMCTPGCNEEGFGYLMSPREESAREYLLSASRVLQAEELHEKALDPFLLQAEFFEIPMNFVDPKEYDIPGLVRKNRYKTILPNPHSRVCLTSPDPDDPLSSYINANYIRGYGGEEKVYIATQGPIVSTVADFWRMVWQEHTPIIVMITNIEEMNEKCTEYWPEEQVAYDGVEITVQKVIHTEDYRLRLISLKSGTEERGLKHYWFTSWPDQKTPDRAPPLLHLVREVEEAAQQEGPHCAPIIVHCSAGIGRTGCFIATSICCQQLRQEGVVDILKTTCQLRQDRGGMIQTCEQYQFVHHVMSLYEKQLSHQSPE
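material = STEP tyrosine phosphatase | reagent = fluorogenic phosphatase substrate OMFP at 25 µM final | doses = single compound dose of 20 µM, 1% DMSO final | schedule = 20 min reaction, room temperature, in the dark | measured by = fluorescence, 480/540 nm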
NadD block = inhibitors of S. aureus NadD, primary screen, biochemical, colorimetric, uHTS; Nicotinate-nucleotide adenylyltransferase NadD (Staphylococcus aureus N315); purified NadD enzyme, colorimetric absorbance read-out; inhibition, % at 20 µM; actives 0.78% (n = 360,000); AID 602399, 2012; in the data active means inhibition above about 26%; further: some compounds past the cut are filed as inactive
DNMT1 block = human DNMT1 methyltransferase inhibitors, primary screen, biochemical, molecular beacon, fluorescence, HinP1I cleavage, uHTS; inhibition (reported as % activation of signal), % at 10 µM; actives 0.83% (n = 360,000); in the data active means inhibition above about 50%
SUMO1 PPI mod = modulators of SUMO1 protein-protein interactions, primary screen, biochemical, uHTS. inhibition, % at 20 µM. SUMO1 binding to a labelled peptide, TR-FRET, 1 h. AID 602429, 2012. Small ubiquitin-related modifier 1 (Homo sapiens), P63165. actives 0.33% (n = 360,000); in the data active means inhibition above about 37%
Target sequence (P63165 whole entry, looked up): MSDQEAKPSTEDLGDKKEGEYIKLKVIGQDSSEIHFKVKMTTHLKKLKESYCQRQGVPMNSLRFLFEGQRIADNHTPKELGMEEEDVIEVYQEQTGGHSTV
Rpn11 block = Rpn11 (PSMD14) deubiquitinase inhibitors, primary screen, biochemical, fluorescence polarization, uHTS. calls only at 20 µM. 26S proteasome non-ATPase regulatory subunit 14 (Homo sapiens), O00487. AID 588493, 2011. actives 0.59% (n = 360,000). human 26S proteasome, Ub4-pepOG fluorescence polarization; 20S core pre-blocked with epoxomicin;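 active means inhibition at 20 µM, scaled to each plate's controls, above about 33%, limit read from the data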
LMPTP inh = LMPTP phosphatase inhibitors, primary screen, biochemical, fluorescence intensity, uHTS | Low molecular weight phosphotyrosine protein phosphatase (Homo sapiens), P24666 | recombinant LMPTP-A, OMFP fluorogenic substrate | inhibition, % at 20 µM | actives 0.22% (n = 360,000) | AID 651560, 2012;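 active means compounds that cut the enzyme signal by at least half of the control window in the single-dose screen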;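 further: plate controls were DMSO wells with enzyme plus substrate for no effect and substrate without enzyme for full effect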
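Test system: LMPTP-A, protein tyrosine phosphatase of low molecular weight; Input: 0.625 nM enzyme; Incubation: 50 min dark incubation at room temperature; Signal: endpoint fluorescence intensity from OMFP dephosphorylation; Read-out basis: % inhibition versus control wells.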
CSN inh = inhibitors of CSN-mediated cullin deneddylation, primary screen, biochemical, fluorescence polarization, uHTS | inhibition, % at 12.5 µM | Purified CSN, SCF-Nedd8-OG deneddylation | AID 651999, 2013 | actives 0.38% (n = 360,000);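 active means pattern-corrected inhibition above about 35%, with an unprinted fluorescence ratio check between 0.5 and 1.5, limit read from the data, passing the limit was not always enough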;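 further: 0% = enzyme with substrate and 100% = substrate without enzyme; some results filed as inactive read as strong as hits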
Target sequence (Q92905 whole entry, looked up, one chain of several): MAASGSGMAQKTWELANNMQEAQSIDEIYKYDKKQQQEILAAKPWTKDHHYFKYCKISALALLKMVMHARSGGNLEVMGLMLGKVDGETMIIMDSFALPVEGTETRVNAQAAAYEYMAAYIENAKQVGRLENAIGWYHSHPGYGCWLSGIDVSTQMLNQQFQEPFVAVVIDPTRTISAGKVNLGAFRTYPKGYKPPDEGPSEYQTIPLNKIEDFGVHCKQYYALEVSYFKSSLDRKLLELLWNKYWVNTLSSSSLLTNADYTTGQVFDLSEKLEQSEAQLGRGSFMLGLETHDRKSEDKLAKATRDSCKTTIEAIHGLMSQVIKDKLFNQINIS
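Assay system: purified human Csn5 enzyme expressed in HEK293T cells; measure: % inhibition; also added: SCFSkp2-Nedd8OG substrate at 10 nM final; technique: fluorescence polarization; times: reaction 90 min, room temperature; medium: Tris buffer pH 7.5, NaCl, DTT, Tween-20, trehalose, ovalbumin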
Scp1 inh = Scp-1 phosphatase inhibitors, primary screen, biochemical, colorimetric, uHTS; Carboxy-terminal domain RNA polymerase II polypeptide A small phosphatase 1 (Homo …; Recombinant Scp1, phosphopeptide, malachite green phosphate absorbance; inhibition, % at 20 µM; actives 0.88% (n = 340,000); AID 493091, 2011;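 active means inhibition above about 50% at 20 µM, limit read from the data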;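 further: plate controls were DMSO wells with enzyme for no effect and wells lacking enzyme for full effect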
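Test system: SCP-1 phosphatase catalytic domain, residues 76-261 | Compound dosing: One concentration, 20 µM, with 1.0% DMSO | Schedule: 45 min room-temperature reaction, 5 min colour, 30 min stabiliser | Detection: Absorbance at 630 nm | Read-out basis: % inhibition of SCP-1 phosphate liberation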
Rin1-Abl PPI inh = inhibitors of Rin1-Abl protein binding, primary screen, biochemical, TR-FRET; inhibition, % at 7.35 µM; actives 0.4% (n = 360,000); AID 588664, 2011; in the data active means inhibition above about 5%, passing the limit was not always enough
Neddyl block = inhibitors of cullin neddylation, primary screen, biochemical, TR-FRET, uHTS, NAE and Ubc12; NEDD8-conjugating enzyme Ubc12 (Homo sapiens) + NEDD8-activating enzyme E1 regulatory …; calls only at 25 µM; actives 0.58% (n = 360,000); AID 651699, 2012; in the data active means inhibition above about 36%
The depositor's hits bear a star; i = inactive; . = not tested or not shown.

SMILES	STEP block	NadD block	DNMT1 block	SUMO1 PPI mod	Rpn11 block	LMPTP inh	CSN inh	Scp1 inh	Rin1-Abl PPI inh	Neddyl block
COc1ccccc1CNS(=O)(=O)c1ccc(N2CCCC2)cc1Br	3	2	-3	4	i	3.8	-3	-4	-4	i
CC1=C(C(=O)N2CCOCC2)CC(CC(=O)NCCN2CCOCC2)C(=O)N1Cc1ccc(C(C)(C)C)cc1 (centres undefined)	1	-2	2	-2	i	-5.1	-5	.	2	i
CCOc1ccc(OCc2ccc(C(=O)NN)o2)cc1	-1	-1	-4	0	i	-2.0	1	10	-1	i
CC1=NN(c2ccccc2)C(=O)/C1=C\C=C\c1ccccc1	2	-11	8	15	i	3.5	7	-21	-2	i
Cc1ccc(-c2c(C#N)c(N)n(-c3ccccc3)c(=O)c2C#N)cc1	-2	0	4	1	i	-2.1	-3	-4	0	i
O=C(c1cccc(S(=O)(=O)N2CCCCC2)c1)N1CCOCC1	-2	2	3	4	i	1.1	0	-3	-5	i
COc1ccc(N2C3=[N+](CCCC3)CC2(C)O)cc1 (centres undefined)	-3	-6	0	-1	i	-1.2	3	0	2	i
CCn1c(SCC(=O)N2CCCCC2)nnc1-c1ccc(S(=O)(=O)N2CCN(C)CC2)cc1	-1	-1	4	-1	i	-1.8	2	-11	0	i
CC(C)c1ccc(N(C(=O)CNC(=O)c2ccco2)C(C(=O)NC2CCCC2)c2cccnc2)cc1 (centres undefined)	-2	-2	1	3	i	0.4	3	-7	3	i
O=C(O)C1=C[C@@H](c2ccc(F)cc2)C[C@@H](OCCCCO)O1	-1	0	5	2	i	-1.3	-4	-3	2	i
COC(=O)C1=C(N)Oc2cc(C)n(Cc3cccnc3)c(=O)c2C1c1cccc(OC)c1OC (centres undefined)	3	-6	2	-3	i	-0.9	-5	-3	4	i
Cc1nnc(SCc2ccccc2)[nH]c1=O	0	-3	1	5	i	1.0	-8	1	3	i
CCCC(=O)Nc1ccc(NCc2ccc(C)s2)cc1	-2	-2	1	-2	i	-2.3	1	5	2	i
CCCCn1nnnc1NCc1ccc(C)cc1	1	-4	-1	-5	i	-0.6	-2	-4	0	i
CCOC(=O)C1Cn2c(nc3c(c2=O)C2(CCCC2)Cc2ccccc2-3)S1 (centres undefined)	3	-9	-2	-1	i	2.2	1	-7	1	i
COC(=O)c1ccc(NC(=O)CN2C(=O)NC3(CCC(C)CC3)C2=O)cc1 (centres undefined)	-1	-2	1	2	i	-1.9	-1	-10	2	i
O=C(Cn1nc(CNc2ccc(Cl)cc2)[n+]2c1CCCCC2)c1ccccc1	0	-3	0	3	i	0.3	2	8	0	i
O=C(NCc1ccccc1)N1CCN(c2ccccc2F)CC1	2	5	-1	1	i	0.6	3	-5	1	i
COc1cc(NC(=O)COC(=O)Cc2ccsc2)cc(OC)c1	-3	-2	1	-2	i	0.7	1	-1	4	i
CCC1C(=O)NCCN1C(=O)c1ccc(OC)c(OC2CCN(C(C)=O)CC2)c1 (centres undefined)	-1	-2	2	1	i	-1.1	4	-5	8.4*	i
O=C(c1ccc(F)cc1)C1CCN(Cc2ccccc2)CC1	-1	1	0	-2	i	-0.6	4	-6	1	i
COC(=O)c1cccc2c1-c1ccccc1/C2=N/O	-4	-6	-4	-16	i	-0.7	-4	-5	2	i
CC1=C(C(=O)N(C(C)C)C(C)C)CC(CC(=O)NC2CCCC2)C(=O)N1CCC1=CCCCC1 (centres undefined)	1	-8	3	2	i	-0.9	4	.	0	i
CCN(CCNC(=O)C1CCN(S(=O)(=O)c2cccc3cccnc23)CC1)c1ccccc1	2	3	2	4	i	0.2	-4	-9	-2	i

Rin1-Abl PPI inh: hit marks shown above
SMILES	STEP block	NadD block	DNMT1 block	SUMO1 PPI mod	Rpn11 block	LMPTP inh	CSN inh	Scp1 inh	Rin1-Abl PPI inh	Neddyl block
CCC1C(=O)NCCN1C(=O)c1ccc(OC)c(OC2CCN(C(C)=O)CC2)c1 (centres undefined)	-1	-2	2	1	i	-1.1	4	-5	8.4*	i

More structures
SMILES	STEP block	NadD block	DNMT1 block	SUMO1 PPI mod	Rpn11 block	LMPTP inh	CSN inh	Scp1 inh	Rin1-Abl PPI inh	Neddyl block
N#CCN1C(=S)N=C(Nc2cccc(Cl)c2)C12CCCCC2	-1	-1	0	2	i	-0.4	-2	-4	-1	i
COc1ccc(-c2cc(C(=O)N3CCCCCC3)c3ccccc3n2)cc1	0	0	-8	-3	i	1.8	4	1	-1	.
NC(=O)c1ccc(NC(=O)COC(=O)c2c[nH]c3ccccc23)cc1	-1	1	-1	4	i	1.0	-1	2	2	i
Cc1ccc(C(=O)Nc2cccc(NC(=O)c3ccc(C)c([N+](=O)[O-])c3)n2)cc1[N+](=O)[O-]	4	22	31	18	i	36	9	70*	0	i
O=C(CN1C(=O)C2C3CC(C(Br)C3Br)C2C1=O)N1CCOCC1 (centres undefined)	3	-6	5	2	i	-1.8	-4	-1	-2	i
CC1CCCCN1CCn1c(=S)[nH]c2ncccc2c1=O (centres undefined)	1	1	2	8	i	-1.2	0	-10	-5	i
COC1CCN(C(=O)C2CCC(=O)N(C3CCCCCC3)C2)CC1 (centres undefined)	1	3	-2	3	i	-0.8	3	-3	-1	i
CCC1C(C#N)=C(SC)NC2=C1C(=O)CC(C)(C)C2 (centres undefined)	3	1	6	0	i	-1.4	0	-4	-6	i
COc1ccccc1N(CC(=O)N1CCc2ccccc2C1)S(C)(=O)=O	0	0	0	-4	i	-0.2	3	-9	3	i
COc1ccc(N(C(=O)COc2ccccc2)C2C=CS(=O)(=O)C2)cc1 (centres undefined)	-1	2	2	0	i	-0.3	0	-1	-3	i
O=C(Nc1ccc(F)cc1)OCCOc1ccc(Br)cc1	-4	-3	-1	1	i	1.3	-2	-21	0	i
Cc1ccc(C2=N/C(=C\N3CCCCC3)C(=O)O2)cc1	0	-3	-2	-14	i	1.2	3	-5	-5	i
COc1ccc(N=c2oc3cc(O)ccc3cc2C(=O)Nc2ccccn2)cc1OC	-1	4	-21	-2	i	2.7	2	-1	2	i
COC(=O)CCC(=O)NC(=S)Nc1ccc(S(=O)(=O)Nc2cc(OC)nc(OC)n2)cc1	-3	2	0	5	i	-1.1	1	-6	3	i
O=C1C=C(c2cc3ccccc3s2)CCC1	-1	-1	1	-12	i	0.7	-3	-14	-3	i
CC(=O)NC(C)c1ccc(Cl)c(Cl)c1 (centres undefined)	1	1	0	-1	i	-0.9	0	0	-2	i
Cn1nc(C2CC2)cc1NC(=O)C1(C)CCN1C(=O)CCc1ccccc1 (centres undefined)	2	2	3	-1	i	-0.6	3	.	2	i
CCOc1cc(/C=N/NC(=O)OC)ccc1OCCSc1ccc(Cl)cc1	-2	-6	3	-2	i	-0.7	11	-8	-1	i
COC(=O)c1sc2cc(C(F)(F)F)cnc2c1-c1ccccn1	2	-6	1	-5	i	-0.5	-17	0	0	i
CCC(=O)N1CCC(NC(=O)Nc2ccc(OC(F)(F)F)cc2)CC1	-1	-6	-4	-2	i	-1.2	-2	27	2	i
CCc1ccc(S(=O)(=O)Nc2ccc(-c3ccc4nncn4n3)cc2)s1	5	2	1	-6	i	1.1	-6	1	-2	i
O=C1CCC(C(=O)OCC(=O)Nc2ccc(Cl)cc2C(F)(F)F)=NN1	-3	5	4	-1	i	-0.6	3	10	-1	i
CNc1cncc(-c2cccc(C(=O)N(C)C)c2)n1	-1	3	5	-17	i	-1.7	-7	.	-7	.
C=CCNCC(=O)Nc1ccccc1SCC(=O)Nc1ccsc1C(=O)OC	2	-4	-2	1	i	-0.4	10	-1	-1	i

Profiles, quoted from the list:
Results for CC(=O)NC(C)c1ccc(Cl)c(Cl)c1 (centres undefined) = STEP block: 1; NadD block: 1; DNMT1 block: 0; SUMO1 PPI mod: -1; Rpn11 block: i; LMPTP inh: -0.9; CSN inh: 0; Scp1 inh: 0; Rin1-Abl PPI inh: -2; Neddyl block: i
Results for CCC(=O)N1CCC(NC(=O)Nc2ccc(OC(F)(F)F)cc2)CC1 = STEP block: -1; NadD block: -6; DNMT1 block: -4; SUMO1 PPI mod: -2; Rpn11 block: i; LMPTP inh: -1.2; CSN inh: -2; Scp1 inh: 27; Rin1-Abl PPI inh: 2; Neddyl block: i

Remaining list, next part:
SMILES	STEP block	NadD block	DNMT1 block	SUMO1 PPI mod	Rpn11 block	LMPTP inh	CSN inh	Scp1 inh	Rin1-Abl PPI inh	Neddyl block
O=S(=O)(Nc1nccs1)c1ccc(NS(=O)(=O)c2c(F)cc(F)c(Cl)c2F)cc1	-1	-1	1	15	i	1.3	2	16	2	i
COc1ccccc1Nc1nc(NCCCCO)nc(N2CCCC2)n1	-1	-10	-7	5	i	1.8	0	1	-1	i
COc1cc(C(c2c(C)[nH][nH]c2=O)c2c(C)[nH][nH]c2=O)cc([N+](=O)[O-])c1O	0	-2	-10	-25	i	-0.5	-13	-6	-5	i
Cc1ccc(NC(=O)CSc2ccc(-c3ccc(-n4cccn4)cc3)nn2)c(C)c1	1	15	36	6	i	1.2	-4	4	-1	i
COc1cccc2[nH]c3c(=O)n(CCN(C)C)cnc3c12	-8	-5	2	0	i	-1.9	-1	-2	4	.
O=C(Cn1c(CN2CCCCC2)nc2ccccc2c1=O)NC1CCCCC1	-2	-1	-1	-2	i	-1.3	-8	-3	-3	i
O=C(COC(=O)COc1ccc2ccccc2c1)Nc1cc(C(F)(F)F)ccc1N1CCOCC1	-1	-8	-15	1	i	4.7	4	-9	3	i
Cc1cc(C)c2c(=O)[nH]c(SCC(=O)NCc3ccccc3)nc2n1	-3	0	0	0	i	-3.5	-1	-8	1	i
Cc1cc(C)nc(Nc2n[nH]c(-c3ccccc3Br)n2)n1	0	3	3	1	i	-0.2	2	-2	-1	i
CCOC(=O)N1CCC(NC(=O)CSCc2cnn(-c3ccccc3)c2-n2cccc2)CC1	-4	3	-1	-2	i	-0.4	-3	-5	-1	i
O=C1/C(=C/c2cccnc2)CC/C1=C\c1cccnc1	0	8	5	-31	i	1.0	8	-10	-3	i
CCNC(=O)CC1C(=O)N(c2ccc(C)cc2)C(=O)N1CCc1ccc(OC)c(OC)c1 (centres undefined)	-2	-1	2	4	i	-1.6	-3	-8	0	i
O=S(=O)(c1ccccc1)N(CC(F)(F)F)c1ccc(C(O)(C(F)(F)F)C(F)(F)F)cc1	2	-10	-11	6	i	2.3	-4	.	0	i
c1ccc(CNC2=NCCCCC2)cc1	1	0	1	17	i	-0.9	5	-3	1	i
O=C(NC1CCCCCC1)C(=S)N1CCOCC1	2	-4	2	-3	i	1.2	2	-4	3	i

High-throughput results: PubChem, several laboratories
